CIT2 TOR yeast = alters CIT2-GFP fluorescence in TOR pathway yeast screen | GFP response vs DMSO, % at 10 µM | S. cerevisiae CIT2-GFP strain, flow cytometry, 3 h; 100 means same as DMSO wells | 0.065% of 320,000 active;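 active means GFP response relative to DMSO above a set limit, near the screen mean plus 3 SD, cut at about 150% in these data; inconclusive means Fewer than 70 cells measured for a yeast strain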;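 further: ratio of well median GFP fluorescence to mean of DMSO wells on the plate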
AGP1 TOR yeast = yeast TOR pathway AGP1-GFP modulation; S. cerevisiae AGP1-GFP multiplex flow cytometry, 3 h; GFP as percent of DMSO wells; GFP response vs DMSO, % at 10 µM; 0.02% of 320,000 active; AID 2066;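 active means GFP response relative to DMSO above a set limit, near screen average plus 3 SD, cut at about 150% in these data; inconclusive means fewer than 70 cells counted for the yeast strain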;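 further: median GFP channel fluorescence of the gated AGP1 strain per well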
RPL19A-GFP yeast = yeast TOR pathway RPL19A-GFP modulation; AID 2025; 0.3% of 330,000 active; S. cerevisiae RPL19A-GFP strain, flow cytometry, 3 h; hits give low values; percent response vs DMSO, % at 10 µM;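 active means percent response vs DMSO below 50%; inconclusive means fewer than 70 events counted for the yeast strain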;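 further: median channel GFP fluorescence of the barcoded RPL19A-GFP strain; ratio of sample median GFP to plate DMSO average so 100% = DMSO; lower means less RPL19A-GFP as with rapamycin TOR inhibition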
VLA-4 inh = inhibition in a human VLA-4 binding assay; VLA-4 expressing cells, ligand binding flow cytometry; inhibition, % (about 7 µM as worked out from the volumes in the protocol); 0.2% of 330,000 active; AID 2557; in the data active means inhibition above about 50%
GRK2 aptamer HTS = human GRK2 inhibition via aptamer displacement. bead flow cytometry, FAM-aptamer displacement from GRK2. AID 488847. 0.59% of 330,000 active. inhibition of aptamer binding, % at 10 µM. P25098;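 active means inhibition of aptamer binding above 40%, roughly 3 SD of noise, on plates passing a quality check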;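 further: median bead fluorescence of bound FAM aptamer so fluorescent compounds give negative values; no value below 0 was filed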
Target sequence (P25098 whole entry, looked up): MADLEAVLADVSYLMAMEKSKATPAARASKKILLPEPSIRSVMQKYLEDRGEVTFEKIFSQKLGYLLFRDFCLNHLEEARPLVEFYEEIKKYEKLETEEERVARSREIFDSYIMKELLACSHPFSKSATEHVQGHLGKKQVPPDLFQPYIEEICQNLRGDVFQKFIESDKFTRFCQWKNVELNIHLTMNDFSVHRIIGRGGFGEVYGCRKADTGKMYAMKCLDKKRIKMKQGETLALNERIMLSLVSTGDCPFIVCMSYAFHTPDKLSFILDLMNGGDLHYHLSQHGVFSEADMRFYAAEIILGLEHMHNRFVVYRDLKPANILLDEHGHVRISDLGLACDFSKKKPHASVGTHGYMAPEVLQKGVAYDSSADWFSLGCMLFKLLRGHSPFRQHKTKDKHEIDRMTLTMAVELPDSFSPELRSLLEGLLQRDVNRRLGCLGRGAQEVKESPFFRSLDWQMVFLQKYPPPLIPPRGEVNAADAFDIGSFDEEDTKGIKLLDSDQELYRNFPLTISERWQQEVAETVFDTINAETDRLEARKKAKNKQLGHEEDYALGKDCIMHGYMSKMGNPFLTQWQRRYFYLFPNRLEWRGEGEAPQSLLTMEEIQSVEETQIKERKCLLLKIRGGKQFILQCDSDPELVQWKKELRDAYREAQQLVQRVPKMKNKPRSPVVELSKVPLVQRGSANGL
MEP2-GFP yeast = yeast TOR pathway MEP2-GFP modulation; 0.51% of 330,000 active; S. cerevisiae MEP2-GFP strain, flow cytometry GFP, 3 h; 100% = DMSO control level; GFP response vs DMSO, % at 10 µM;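 active means GFP response versus DMSO above a set limit, roughly screen mean plus 3 SD, cut at about 180% in these data; inconclusive means fewer than 70 cells counted for a yeast strain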;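 further: median GFP fluorescence of the barcode-gated MEP2-GFP cells per well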
JMJD2C inh = blocks human GASC-1 demethylase activity; AID 2099; 0.069% of 330,000 active; inhibition, % at 2.35 µM; GST-JMJD2C(1-420) H3K9me3 demethylation, DELFIA europium; Q9H3R0;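 active means more than half of a compound's replicate wells show inhibition beyond 50%, single wells judged on their own value; inconclusive means some, but no more than half, of replicates pass 50% inhibition; inactive means no replicate passes 50% inhibition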;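 further: signal counts dimethyl H3K9 product captured on neutravidin plate; 0% = median of DMSO wells and 100% = 0.3 times that DMSO median; strong numbers were not always called active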
Target sequence (Q9H3R0 1-420 limits assumed): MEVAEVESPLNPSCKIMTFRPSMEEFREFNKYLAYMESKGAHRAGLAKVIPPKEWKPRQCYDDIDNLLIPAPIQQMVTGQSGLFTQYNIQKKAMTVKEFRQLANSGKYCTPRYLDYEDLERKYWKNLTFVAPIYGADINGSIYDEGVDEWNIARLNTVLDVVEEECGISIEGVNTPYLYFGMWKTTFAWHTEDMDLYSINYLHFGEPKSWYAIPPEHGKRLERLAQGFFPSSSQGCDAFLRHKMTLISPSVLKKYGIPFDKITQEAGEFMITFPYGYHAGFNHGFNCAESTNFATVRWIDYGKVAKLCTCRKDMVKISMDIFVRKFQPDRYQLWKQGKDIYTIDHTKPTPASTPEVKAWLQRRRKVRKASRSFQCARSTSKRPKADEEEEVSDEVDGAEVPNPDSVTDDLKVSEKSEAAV
LAP4 TOR yeast = yeast TOR pathway LAP4-GFP modulation. S. cerevisiae LAP4-GFP multiplex, flow cytometry GFP, 3 h; median GFP as percent of DMSO wells. GFP response vs DMSO, % at 10 µM. 0.34% of 320,000 active. AID 2023;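 active means GFP response vs DMSO above a set limit, about the screen mean plus 3 SD, cut at about 150% in these data; inconclusive means under 70 cell events counted for the yeast strain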
An asterisk follows results filed as active; ? = inconclusive; / = not tested or not shown.

SMILES	CIT2 TOR yeast	AGP1 TOR yeast	RPL19A-GFP yeast	VLA-4 inh	GRK2 aptamer HTS	MEP2-GFP yeast	JMJD2C inh	LAP4 TOR yeast
O=C1C2Sc3[nH]c(=O)sc3C(c3cc([N+](=O)[O-])ccc3O)C2C(=O)N1c1ccccc1 (stereo unspecified)	111	101	103	-18	0	106	3	107
CC1CCC(NC(=O)c2nn(C)c3c2CSc2ccccc2-3)CC1 (stereo unspecified)	97	94	93	6	3	100	-3	99
CC(C)(C)c1nc(Sc2ccc([N+](=O)[O-])cn2)n[nH]1	100	105	98	-1	0	100	7	116
COc1ccc(OC)c(NC(=O)c2ccccc2SC)c1	102	89	90	1	0	97	0	96
Cc1ccc(C(CNS(=O)(=O)c2ccc(Cl)cc2)N2CCN(C)CC2)cc1 (stereo unspecified)	90	106	96	9	0	91	3	103
COc1ccccc1N1CCN(C(=O)c2sc3nc4n(c(=O)c3c2C)CCC4)CC1	97	100	99	11	1	102	-29	99
O=C(NCSc1ccncn1)c1ccccc1	96	98	101	5	0	101	4	103
Cc1ccccc1C1C(C#N)=C2N=C(N)c3ccccc3N2C2=C1C(=O)CCC2 (stereo unspecified)	101	101	97	-3	4	98	-2	93
Cc1[nH]n(-c2ncc(-c3ccccc3)s2)c(=O)c1C(c1ccc(Br)cc1)C(C#N)C#N (stereo unspecified)	91	98	97	-1	0	104	1	110
CC(C)NS(=O)(=O)c1ccc(CCC(=O)NCc2ccco2)cc1	113	114	106	20	0	116	5	102
Cc1c(CCO)c(=O)n(-c2ccccc2)n1S(=O)(=O)c1ccc(Cl)cc1	94	96	95	5	0	88	4	/
Cc1nnc(N/N=C/c2c(Cl)cccc2Cl)n1N	/	96	90	-30	2	99	38	98
O=C(CN1CCOCC1)Nc1nc2ccc(Cl)cc2s1	95	98	100	7	1	101	-1	103
CCC(/C=N/NC(=O)C1COc2ccccc2O1)CC (stereo unspecified)	105	95	105	2	2	75	3	87
CN(C)Cc1nc2ccccc2c(=O)n1Cc1nc(-c2cccc([N+](=O)[O-])c2)cs1	92	96	92	-2	0	92	2	94
C/C=C/c1ccc(Oc2nnnn2-c2ccc(C(N)=O)cc2)c(OC)c1	94	95	97	17	2	104	-10	95
CC1(C)Cc2c(c(N3CCOCC3)nc3sc4c(N5CCOCC5)nnnc4c23)CS1	112	103	105	17	0	106	0	107
CSc1ncccc1C(=O)N1CCN(S(=O)(=O)c2ccc3c(c2)OCCO3)CC1	91	95	94	-12	3	90	3	92
COc1ccc(C2N(C(=O)N(C)C)CCN2S(=O)(=O)c2ccc(OC)cc2)cc1 (stereo unspecified)	103	106	102	6	1	106	3	96
COc1ccc(NC(=O)CCN2CCCCC2)cc1	104	102	98	10	0	96	-5	97
COc1ccc(NC(=O)CNS(=O)(=O)c2ccc(Cl)cc2)cc1	94	94	92	11	3	93	1	92
COc1cccc(C(=O)c2c(C)c(CCC#N)n3ccccc23)c1	93	93	97	7	1	100	3	111
CC1Cc2cc(-c3csc(N)n3)ccc2O1 (stereo unspecified)	100	98	99	9	0	97	-16	94
Oc1ccccc1-c1nc2cnccn2c1Nc1ccc2c(c1)OCCO2	98	99	94	-10	5	97	0	91
CC(C)NC(=O)c1sc(=S)n2c1[nH]c(=O)c1ccc(C(=O)NCCc3ccc(Cl)cc3)cc12	104	106	106	-3	0	116	1	102

Part of the list above in order of formula weight, low to high.
SMILES	CIT2 TOR yeast	AGP1 TOR yeast	RPL19A-GFP yeast	VLA-4 inh	GRK2 aptamer HTS	MEP2-GFP yeast	JMJD2C inh	LAP4 TOR yeast
COc1ccc(NC(=O)CCN2CCCCC2)cc1	104	102	98	10	0	96	-5	97
Cc1c(CCO)c(=O)n(-c2ccccc2)n1S(=O)(=O)c1ccc(Cl)cc1	94	96	95	5	0	88	4	/
O=C1C2Sc3[nH]c(=O)sc3C(c3cc([N+](=O)[O-])ccc3O)C2C(=O)N1c1ccccc1 (stereo unspecified)	111	101	103	-18	0	106	3	107

New compounds follow:
SMILES	CIT2 TOR yeast	AGP1 TOR yeast	RPL19A-GFP yeast	VLA-4 inh	GRK2 aptamer HTS	MEP2-GFP yeast	JMJD2C inh	LAP4 TOR yeast
O=C(CSc1nc(-c2ccco2)cc(C(F)(F)F)n1)Nc1cccnc1	98	92	100	4	0	104	10	101
Cc1ccc(S(=O)(=O)N2CCN(C(=O)CSc3nc4ccccc4c(=O)[nH]3)CC2)cc1	118	114	111	-4	0	106	?	108
CCN(CC)C(=O)Cn1cc(S(=O)(=O)CC(=O)NCc2ccc(C)cc2)c2ccccc21	108	112	107	-6	0	98	-3	90
Cc1c(Br)c([N+](=O)[O-])nn1CC(=O)NC1CCCCCC1	105	108	99	-3	2	100	-8	102
Cc1nn(-c2ccccc2)c(N)c1C(O)(C(F)(F)F)C(F)(F)F	94	106	106	4	0	147	-2	103
CSc1nc(N)c2c3c(sc2n1)CN(C)CC3	94	91	110	23	2	102	19	97
C=CCN1CCN(C(=O)CCc2ccccc2)CC1	109	96	102	-2	0	112	-6	100
Cc1ccc(S(=O)(=O)NCCC(=O)N2CCCCCC2)cc1	106	108	98	46	0	96	6	104
COc1ccc(/C=C2\SC(=O)N(CC(=O)Nc3cccc(C)c3)C2=O)cc1O	100	102	103	7	3	104	-3	86
O=C(c1ccc(Cl)nc1)N1CCc2ccccc2C1	99	97	96	6	1	96	-8	101
CCC(Oc1ccccc1)C(=O)N1CCN(C(=O)C(CC)Oc2ccccc2)CC1 (stereo unspecified)	92	96	94	16	0	101	6	89
CSCC[C@H](NC(=O)[C@@H]1Cc2ccccc2CN1)C(=O)NC(C)c1ccccc1 (stereo partly specified)	107	103	102	-1	0	99	-2	95
CN(C)c1cc(NC(=O)CN2CCCC2)c2ccccc2n1	100	101	108	-3	3	105	11	107
COCCOc1ccc(C(F)(F)F)cc1NC(=O)COC(=O)c1ccc(N2CCCC2=O)cc1	101	101	98	-11	0	106	8	101
Cc1ccc(C)c2[nH]c(=O)c(CCNC(=O)Cc3cccs3)cc12	106	109	107	1	0	112	-3	110
c1ccc(-c2sc3ccccc3c2-c2ccc(OCCN3CCCCC3)cc2)cc1	95	97	91	17	0	100	-6	105
COC(=O)c1cccc(NC(=O)Cc2ccccc2[N+](=O)[O-])c1C	107	98	104	-4	0	112	0	95
CCOC(=O)c1nc(C)n(-c2cc(OC)c(Cl)cc2Cl)n1	100	95	93	0	0	97	19	93
O=C(CCCl)Nc1nc2c(s1)CCc1ccccc1-2	97	93	105	6	4	106	11	100
O=C(N/N=C/c1c[nH]c2ccccc12)c1ccccc1Cl	100	100	105	-4	3	105	-3	88
CCn1nccc1C(=O)Nc1cc(Cl)cc(Cl)c1	90	89	95	3	2	91	7	104
S=c1[nH]nc(CSCc2ccc(Cl)cc2Cl)n1-c1ccccc1	89	99	97	6	0	99	-1	100
CCN1/C(=C2/SC(=S)N(NC(C)=O)C2=O)Sc2ccc(OC)cc21	103	98	105	6	/	110	-3	98
S=c1[nH]nc(-c2ccccc2)n1/N=C/c1ccc(Cl)cc1	93	95	102	-4	0	105	4	94
C=CCc1ccc(OCCOCCOc2ccccc2[N+](=O)[O-])c(OC)c1	93	97	99	13	0	102	-6	101
The listing continues:
SMILES	CIT2 TOR yeast	AGP1 TOR yeast	RPL19A-GFP yeast	VLA-4 inh	GRK2 aptamer HTS	MEP2-GFP yeast	JMJD2C inh	LAP4 TOR yeast
COc1ccc(S(=O)(=O)N2CCCC(C(=O)NCc3ccccc3)C2)cc1 (stereo unspecified)	105	101	97	8	0	98	-6	87
Cc1ccc(C(=O)N(Cc2ccc3c(c2)OCO3)Cc2nc3ccccc3c(=O)[nH]2)cc1	94	97	97	2	0	99	-14	110
CC(=O)NC(Cc1c[nH]c2ccccc12)C(=O)OCC(=O)N1CCCCCC1 (stereo unspecified)	95	95	92	7	0	97	-8	110
O=C(COc1ccc2c3c(c(=O)oc2c1)CCC3)Nc1ccc(CN2CCOCC2)cc1	91	98	95	7	0	97	68	94
Cn1c(SCc2c(Cl)cccc2Cl)nc(C(F)(F)F)cc1=O	104	102	101	-14	4	101	3	101
COc1cc(NC(C)=O)c2ncccc2c1[N+](=O)[O-]	112	113	107	1	1	96	8	103
S=c1[nH]nc(-c2ccco2)n1-c1ccccc1Cl	100	106	95	6	0	95	-17	99
Cc1nn(C)c(Cl)c1C(=O)NCC(=O)Nc1ccc(C(C)C)cc1	90	93	91	8	0	85	6	93
O=C(NCC1OCCCN1S(=O)(=O)c1cc(F)ccc1F)C(=O)NC1CCCC1 (stereo unspecified)	106	110	91	7	0	101	-5	106
CC(=O)Nc1cccc(NC(=O)CSc2ccc(-c3ccccn3)nn2)c1	102	101	97	14	0	107	-17	108
N#Cc1nc(Cc2cccc3ccccc23)oc1NCc1ccco1	97	97	98	2	0	103	2	106
CCCCCOc1ccc(C(=O)N(Cc2ccco2)C2CCS(=O)(=O)C2)cc1 (stereo unspecified)	97	98	102	-5	0	104	-3	103
O=C(Cc1coc2ccc3ccccc3c12)Nc1nnc(C2CC2)s1	/	103	102	1	1	98	-7	88
COc1ccc(NC(=O)N2CCC(C(=O)c3ccc(F)cc3)CC2)cc1	99	76	77	3	3	147	7	400*
CCCN(C(=O)C1CCCN(c2ncnc3c2nc2n3CCCCC2)C1)c1ccc(F)cc1 (stereo unspecified)	95	86	94	-2	0	100	2	87
CC(C)C(C(=O)NCC1CCCO1)N(CC1CCCO1)C(=O)CNS(=O)(=O)c1ccccc1 (stereo unspecified)	106	103	105	1	1	109	5	96
COc1ccc(OCC(=O)OC2CCCN(C)C2)cc1 (stereo unspecified)	106	117	105	-2	0	112	9	118
C=CC[C@]12C[C@@H](OC)C(=O)C=C1O[C@@H](c1ccc(OC)c(OC)c1)[C@H]2C	96	97	94	0	2	105	18	104
Cc1cc(NC(=O)COC(=O)C2CC(=O)N(c3ccccc3)C2)no1 (stereo unspecified)	102	99	102	2	1	112	7	91
O=C(O)CCCCCNS(=O)(=O)c1ccc2c(c1)OCCO2	94	98	96	0	1	96	9	95
CCOC(=O)c1sc(NNC(=O)c2ccc(F)cc2)nc1C	87	99	98	12	0	102	-9	112
c1ccc(-n2ncc3c(N4CCCC4)ncnc32)cc1	99	96	97	19	0	106	8	109
CN(CC(=O)Nc1ccc(Cl)cc1)CC(=O)Nc1ccc(C(N)=O)cc1	102	96	99	3	22	105	3	92
O=C(CSc1ccc2nnc(CCNC(=O)c3ccccc3)n2n1)Nc1ccccc1	102	98	100	25	4	99	9	104
Cc1cc(C(F)(F)F)nn2cnnc12	88	97	99	0	4	95	9	106
New compounds follow.
SMILES	CIT2 TOR yeast	AGP1 TOR yeast	RPL19A-GFP yeast	VLA-4 inh	GRK2 aptamer HTS	MEP2-GFP yeast	JMJD2C inh	LAP4 TOR yeast
CC(=O)c1cc2c(=O)c3ccccc3oc2nc1C	108	103	103	0	3	108	-6	102
Cc1ccc(NC(=O)C(=O)NCC2CCCN2S(=O)(=O)c2cccs2)cc1 (stereo unspecified)	92	103	97	-1	0	94	-1	103
O=C(N/N=C/c1ccc2c(c1)OCO2)c1cc(-c2ccncc2)nc2ccccc12	109	104	101	22	0	116	0	107
N#C/C(=C(/O)CSc1ncn[nH]1)c1nc2ccccc2[nH]1	106	109	103	-55	0	111	10	102
CCOc1cc(C(=O)OC(C)C(=O)Nc2ccc(S(N)(=O)=O)cc2)ccc1OCC(=O)N1CCOCC1 (stereo unspecified)	104	106	109	14	0	108	1	113
CC1(C)OC(=O)C(=CNc2cccc(O)c2)C(=O)O1	105	106	101	0	0	94	-21	97
CN(CCOCCOc1ccc2ccccc2c1)Cc1ccccc1	98	96	100	14	0	101	8	103
CCN1CCCC1CNC(=O)c1ccc2c(c1)NC(=O)/C(=C\c1ccc(C)cc1)S2 (stereo unspecified)	86	88	86	8	0	91	-3	98
Cc1c(NC(=O)CN2CCCc3ccccc32)c(=O)n(-c2ccccc2)n1C	117	96	101	12	0	101	2	82
